HEK293 cAMP ctrl – raises cAMP in parental HEK293 cells, TSHR agonist counter-screen | AID 938 | parental HEK293 CNG cAMP sensor, membrane potential fluorescence | Potency, µM (doses to about 57.1 µM), inactives show top-dose activation, most hits filed as activators | 73,000 tested, 2.5% active; further: potency means the concentration at half of the fitted maximal effect; % of control where 0% means no effect; nearly all actives have a fitted effect of over 55% in size
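Parental HEK 293 cells stably expressing a modified CNG channel (no TSHR) report cAMP rise as membrane depolarization. Membrane potential dye with 100 uM RO 20-1724 was loaded for 60 min at room temperature, then compound added for 30 min; fluorescence read at 590 nm.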
4MU fluor – compound fluoresces in the 4-MU spectral region; 59,000 tested, 11% active; compound autofluorescence, 340/450 nm, 4-MU equivalents; hits give high values; max dye-equivalent concentration, M; in the data active means max dye-equivalent concentration above about 10 nM; inconclusive means mostly about 1.1 nM to 9.6 nM
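Compounds in 100 mM Tris, pH 8.0, sat 15 min at room temperature before fluorescence was read at 340 nm excitation/450 nm emission; a per-plate six-point 4-MU standard curve converted signals to dye-equivalent concentration at each compound concentration.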
FLuc inh – inhibitors of firefly luciferase; P08659; purified firefly luciferase, luminescence, 8 min; Potency, µM (series often up to 57.1 µM), without a hit: at the top dose activity change, negative = inhibition, most hits filed as inhibitors; 72,000 tested, 2.2% active; AID 411; further: potency means the concentration at half of the fitted maximal effect; on the % scale 0 is the no-effect control and ±100 the full control effect; nearly all actives have a fitted effect of over 40% in size
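Titration-based qHTS; buffer 50 mM imidazole pH 7.2, 50 mM KCl, 7 mM MgCl2, 10 uM ATP, 0.01% Tween 20, 0.05% BSA; luciferase/luciferin detector mix added after compound; 8 min, ambient; luminescence.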
ERK AVP block – inhibitors of vasopressin-stimulated ERK signaling pathway; HEK293-V1b, vasopressin-stimulated pERK AlphaScreen; Potency, µM (series often up to 57.5 µM), for the others: at the top dose activity, negative = inhibition, actives largely listed as inhibitors; 72,000 tested, 0.99% active; AID 995; further: potency means the concentration at half of the fitted maximal effect; on the % scale 0 is the no-effect control and ±100 the full control effect; nearly all actives have a fitted effect of over 55% in size
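Overnight-seeded V1b-HEK293 cells in 1% FBS got compound, then vasopressin (25 nM final, 5 min, 37C), then lysis buffer. AlphaScreen detection of phospho-ERK; activity normalized to basal and full-stimulation controls.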
Fluorescein autfl – fluorescein region autofluorescence | Compound autofluorescence, 480/540 nm, fluorescein-equivalent; hits give high values | max fluorescein-equivalent concentration, M | 59,000 tested, 0.91% active; in the data active means max fluorescein-equivalent concentration above about 10 nM; inconclusive means between about 1.1 nM and that limit
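Spectral profiling of library compounds in the fluorescein window (480 nm excitation, 540 nm emission) after 15 min at room temperature in pH 8.0 Tris (100 mM). Values are dye-equivalent concentrations.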
TexasRed autofl – compounds fluorescent in Texas Red spectral region. Compound fluorescence, Texas Red channel, 547/618 nm; hits give high values. 59,000 tested, 0.06% active. max dye-equivalent concentration, M. AID 587; in the data active means max dye-equivalent concentration above about 10 nM; inconclusive means between about 1.1 nM and that limit
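Compound titrations in 100 mM Tris pH 8.0 were incubated 15 min at room temperature and read at 547 nm excitation / 618 nm emission. Texas Red six-point standard curve on each plate converted fluorescence to dye-equivalent concentration.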
Casp1 inh – allosteric or competitive inhibitors of human caspase-1. P29466. Caspase-1 enzyme, Ac-WEHD-AFC fluorogenic rate. Potency, µM (series often up to 57.5 µM), without a hit: at the highest dose activity change, negative = inhibition, hits mostly inhibitors. 75,000 tested, 0.03% active. AID 900;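 further: potency means the concentration at half of the fitted maximal effect; plate controls were vehicle for no effect and no substrate for full effect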
Tau fil binding – binds recombinant human tau filaments. P10636. recombinant tau filaments, thioflavin S fluorescence, 15 h; filaments grown with octadecylsulfate alongside compound. Potency, µM (doses to about 57.1 µM), without a hit: top-dose activity change, negative = inhibition. 71,000 tested, 2% active. AID 596;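 further: potency means the concentration at half of the fitted maximal effect; on the % scale 0 is the no-effect control and ±100 the full control effect; actives lower thioflavin S fluorescence by blocking filaments or displacing dye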
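Quantitative HTS: thioflavine S signal from ODS-induced tau filaments, excited at 450 nm, emission 510 nm. Conditions: 1 uM tau, 30 uM ODS, 15 h at 37 C, pH 7.4.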
Rhodamine autofl – compound autofluorescence in rhodamine spectral region; Rhodamine-region fluorescence, 547/598 nm, Tris buffer; hits give high values; max dye-equivalent concentration, M; 59,000 tested, 0.05% active; AID 594; in the data active means max dye-equivalent concentration above about 11 nM; inconclusive means between about 1.1 nM and that limit
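Compound fluorescence in 100 mM Tris, pH 8.0, read after 15 min at room temperature with 547 nm excitation and 598 nm emission. Output is dye-equivalent concentration from an on-plate rhodamine standard series.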
A350 autofl – A350 region autofluorescence | Compound autofluorescence, 340/450 nm, Alexa 350 dye-equivalents; hits give high values | max dye-equivalent concentration, M | 59,000 tested, 11% active | AID 590; in the data active means max dye-equivalent concentration above about 10 nM; inconclusive means mostly about 1.1 nM to 9.6 nM
Caspase-7 inhib – blocks human caspase-7 allosterically or competitively; P55210; recombinant caspase-7, Ac-DEVD-AFC fluorescence rate; Potency, µM (highest dose often 57.5 µM), for the others: at the top dose activity change, negative = inhibition, most hits filed as inhibitors; 75,000 tested, 0.02% active; AID 889; active means well fitted inhibition curve with a large enough effect in the main read-out, with a control signal flat, not every such curve was filed as active; inconclusive means small, poorly fitted or top-dose-only effect, or a change in a side signal; further: potency means the concentration at half of the fitted maximal effect; % of control where 0% means no effect
* = called active by the depositor; i = inactive; ? = inconclusive; nt = no result given; [ ] = dose if it differs, or a comment. Unless noted, the call rests on the fitted dose curve; in most records, active means well fitted curve in the direction sought with a large enough effect; inconclusive means small, poorly fitted or top-dose-only effect, or another doubt; inactive means no such curve, though single readings can be large; an effect the other way counts as inactive or inconclusive. Not all compounds are listed, so the mix of outcomes need not match the whole.

SMILES	HEK293 cAMP ctrl	4MU fluor	FLuc inh	ERK AVP block	Fluorescein autfl	TexasRed autofl	Casp1 inh	Tau fil binding	Rhodamine autofl	A350 autofl	Caspase-7 inhib
O=C(Nc1cccnc1)C1CC(c2ccc(Cl)c(Cl)c2)=NO1 (stereo not given)	18.8%	i	-2.7%	?	?	i	1.2%	465.7%	i	i	-2.1%
COC(=O)c1ccc(CN2C(=O)c3ccccc3S2(=O)=O)cc1	16.7%	i	2.0%	15.4%	?	i	-0.5%	1.0%	i	i	-2.3%
CC1CCCN(C(=O)CSc2nnc(-c3cccnc3)n2C2CCCCC2)C1 (stereo not given)	2.1%	i	0.7%	-26.9%	i	i	-0.3%	-5.8%	i	i	2.6%
O=C(O)/C(=C\c1ccccc1)Cc1ccccc1	14.9%[11.4 µM]	i	-0.7%[11.4 µM]	-14.8%[11.5 µM]	?	i	3.5%[11.5 µM]	-6.8%[11.4 µM]	i	i	1.1%[11.5 µM]
CCCC1(C(=O)OCC)NC(c2ccc(N(C)C)cc2)C2C(=O)N(c3ccccc3)C(=O)C21 (stereo not given)	17.5%	?	0.9%	19.0%	i	i	0.6%	-3.2%	i	?	-3.7%
Cn1ncc2nnn(-c3ccccc3)c(=O)c21	nt	i	-0.8%[25.5 µM]	nt	i	i	nt	nt	i	i	nt
CCCCc1nc2c(=O)[nH]c3ccccc3c2o1	0.1%	i	-2.1%	16.2%	i	i	3.5%	32.4%	i	i	-0.5%
CC(NC(=O)c1cc(-c2ccc(Br)cc2)on1)c1ccccc1 (stereo not given)	6.8%	i	2.7%	-8.6%	?	i	-0.2%	-9.5%	i	i	-1.5%
Cn1c(SCC(=O)Nc2ccc3c(c2)oc2ccccc23)nnc1-c1ccccc1	3.1%	i	-5.9%	-2.7%	?	i	-1.7%	23.6%	i	?	-1.9%
Cn1c(SCc2cc(=O)n3cc(Br)ccc3n2)nnc1C1COc2ccccc2O1 (stereo not given)	?	?	0.5%	-18.6%	?	i	-3.1%	-6.7%	i	1.11e-08M*	-23.2%
Cc1cc(C)nc(N2CCCC(C(=O)Nc3ccc4nc(C)c(C)nc4c3)C2)n1 (stereo not given)	-0.6%	i	3.8%	5.9%	i	i	-1.0%	-9.6%	i	?	-2.2%
CCCc1nc(-c2ccc(-c3ccc(F)cc3)cc2)no1	-1.0%	nt	-9.7%	0.1%	nt	nt	0.9%	13.8%	nt	nt	0.1%
CN(Cc1ccccc1)C(=O)C1CCN(Cc2ccc(F)cc2)CC1	14.6%	i	1.0%	13.6%	?	i	2.1%	-12.3%	i	i	-0.4%
CCOC(=O)C(C)c1nn(C)c(=O)c2ccccc12 (stereo not given)	12.9%	nt	0.0%	1.8%	nt	nt	1.8%	-8.3%	nt	nt	1.4%
CCCc1cc(C(=O)NC2CCCC2)no1	-1.6%	nt	-4.8%	-2.3%	nt	nt	-4.5%	5.5%	nt	nt	-0.3%

Structures listed so far printed as active in A350 autofl.
SMILES,4MU fluor,FLuc inh,Fluorescein autfl,TexasRed autofl,Casp1 inh,Tau fil binding,Rhodamine autofl,A350 autofl,Caspase-7 inhib
Cn1c(SCc2cc(=O)n3cc(Br)ccc3n2)nnc1C1COc2ccccc2O1 (stereo not given),?,0.5%,?,i,-3.1%,-6.7%,i,1.11e-08M*,-23.2%

New compounds follow:
SMILES	HEK293 cAMP ctrl	4MU fluor	FLuc inh	ERK AVP block	Fluorescein autfl	TexasRed autofl	Casp1 inh	Tau fil binding	Rhodamine autofl	A350 autofl	Caspase-7 inhib
CCOC(=O)CCc1c(C)nc2c(c(C)nn2C(C)(C)C)c1C	21.3%	nt	1.6%	15.1%	nt	nt	-2.8%	-6.7%	nt	nt	-1.1%
O=C(NC(c1ccccc1)c1ccccc1)N1CCN(CCO)CC1	-1.4%	i	1.8%	-0.3%	i	i	0.3%	8.7%	i	i	-0.7%
CCn1c(SCC(=O)O)nc2sc3c(c2c1=O)CCC3	nt	i	2.2%[25.5 µM]	nt	i	i	nt	nt	i	i	nt
Nc1ccc(S(=O)(=O)N2CCCc3ccccc32)cc1	16.8%	nt	3.4%	nt	nt	nt	1.3%	-3.3%	nt	nt	0.5%
Cc1c(NC(=O)C2(C)CCCCC2)c(=O)n(-c2ccccc2)n1C	5.1%	nt	0.8%	14.3%	nt	nt	-2.6%	0.0%	nt	nt	-0.4%
COC(=O)C1=C(C)OC(N)=C(C#N)C1c1cc(OC)ccc1OC (stereo not given)	11.6%	i	-0.8%	25.9%	i	i	2.1%	5.1%	i	?	-2.7%
COC(=O)C1=C(C)Nc2ncnn2C1c1ccc(OCc2ccccc2)cc1 (stereo not given)	-4.1%	?	0.8%	1.2%	i	i	0.3%	-1.0%	i	?	-0.2%
COc1ccc(-c2ccc(N)[n+](CCCC(=O)O)n2)cc1	0.7%[25.6 µM]	i	2.0%[25.5 µM]	7.3%[25.7 µM]	i	i	-0.3%[25.7 µM]	4.9%[25.6 µM]	i	?	-0.2%[25.7 µM]
COCCn1c(C)c(C(=O)O)sc1=S	7.8%	?	2.5%	-18.8%	?	i	0.6%	6.6%	i	?	4.0%
CCc1cc(=O)oc2cc(OCc3nn[nH]n3)ccc12	-2.0%	1.86e-08M*	5.4%	-17.3%	?	i	2.9%	-0.3%	i	2.44e-08M*	0.0%
Cc1onc(-c2ccccc2Cl)c1C(=O)N1CCN(c2ccccc2)CC1	17.0%	i	2.4%	-17.6%	i	i	0.8%	-1.2%	i	i	-2.3%
O=C(CC(NS(=O)(=O)c1ccc(Cl)cc1)c1ccco1)NCc1ccco1 (stereo not given)	7.1%	i	1.4%	21.4%	?	?	1.3%	12.4%	i	i	-1.4%
COc1cc(COCC(O)CN2CCOCC2)cc(OC)c1OC (stereo not given)	5.6%	i	2.8%	4.8%	i	i	-0.4%	5.0%	i	i	-0.2%
O=C(NCCCN1CCCCC1)c1ccc2c(=O)n(CCc3ccccc3)c(=O)[nH]c2c1	-7.5%	2.95e-08M*	0.5%	0.0%	i	?	-0.6%	5.4%	i	2.77e-08M*	2.8%
COc1ccc(N2CCN(C(=O)c3cc4c(-c5ccc(Cl)cc5)nn(C)c4s3)CC2)cc1	3.0%	nt	2.5%	?	nt	nt	-3.9%	-10.6%	nt	nt	0.8%
O=C(O)C1CCCN1C(=O)OCc1ccccc1 (stereo not given)	12.4%	i	5.3%	31.7%	i	i	-2.1%	4.4%	i	i	3.8%
CCCCOc1ccc(-c2nnn(C(C)C(=O)OCC)n2)cc1 (stereo not given)	11.5%	i	-2.1%	-6.8%	i	i	-3.6%	-11.3%	i	i	-0.9%
O=C(Nc1ccccc1)N1CC=C(c2ccc(F)cc2)CC1	1.9%	i	-16.2%	-10.1%	?	i	-4.4%	-4.5%	i	?	-2.5%
Cc1ccc(-c2nc3cc(N)ccc3o2)cc1	-6.8%	nt	2.51µM*	-17.9%	nt	nt	-8.0%	-27.2%	nt	nt	-5.5%
COc1cccc(C(=O)NC2CCN(CC(=O)NCc3ccccc3OC)CC2)c1	4.0%	i	-3.1%	0.2%	i	?	1.5%	0.3%	i	i	0.2%
Cc1cc(C)cc(NC(=O)CSc2nnc(-c3ccccc3Br)o2)c1	?	?	-1.0%	-1.5%	?	i	-2.1%	0.7%	i	?	-3.0%
Cc1noc(C)c1C(=O)NC(C)c1ccc2c(c1)OCO2 (stereo not given)	-1.1%	i	1.8%	-2.6%	?	i	0.8%	-7.4%	i	i	-0.8%
CSc1cccc(NC(=O)CSc2ccccc2)c1	13.9%	i	0.2%	-12.3%	i	i	-3.0%	-10.9%	i	i	-2.2%
ClC(Cl)Cl	22.2%	nt	nt	2.8%	nt	nt	-1.7%	-14.1%	nt	nt	1.4%
CCOC(=O)c1cnc2ccc(C(=O)OC)cc2c1NCc1ccco1	?	3.84e-08M*	4.2%	-11.5%	i	?	-1.0%	1.9%	i	3.97e-08M*	-1.8%
CCC(C)[C@H](NC(=O)NCc1cccc(OC)c1)C(=O)O (stereo not given in full)	15.3%	i	-0.1%	6.5%	i	i	-1.6%	-7.8%	i	i	0.3%
C=C(C)COc1ccc(-c2n[nH]c(C)c2-c2ccccc2)c(O)c1	17.3%	i	-1.4%	?	?	i	-6.2%	-26.2%	i	i	-9.5%
CCOC(=O)c1cnc(SCC(=O)Nc2nnc(CC)s2)nc1N	0.1%	i	1.0%	1.4%	i	i	-0.5%	0.7%	i	i	2.7%
Cc1ccccc1CSc1nnc(-c2ccccn2)n1N	10.1%	i	-3.3%	20.3%	?	i	1.5%	11.9%	i	i	1.3%

Not a retest: entries from further up.
SMILES	HEK293 cAMP ctrl	4MU fluor	FLuc inh	ERK AVP block	Fluorescein autfl	TexasRed autofl	Casp1 inh	Tau fil binding	Rhodamine autofl	A350 autofl	Caspase-7 inhib
C=C(C)COc1ccc(-c2n[nH]c(C)c2-c2ccccc2)c(O)c1	17.3%	i	-1.4%	?	?	i	-6.2%	-26.2%	i	i	-9.5%
CCOC(=O)c1cnc(SCC(=O)Nc2nnc(CC)s2)nc1N	0.1%	i	1.0%	1.4%	i	i	-0.5%	0.7%	i	i	2.7%
Cc1ccccc1CSc1nnc(-c2ccccn2)n1N	10.1%	i	-3.3%	20.3%	?	i	1.5%	11.9%	i	i	1.3%

Screening results deposited in PubChem by National Center for Advancing Translational Sciences (NCATS).
